TRPC4 agonist: activators of mouse TRPC4 channel; Q9QUQ5; HEK293 TRPC4beta/mu-opioid, Fluo4 calcium fluorescence; stronger effect = higher value; B-score at 10 µM; actives 0.49% (n = 310,000); AID 2237;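 active = B-score above 5 SD of library B-scores, and initial fluorescence ratio not above library mean plus 5 SD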;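 also: positive B-score marks a calcium rise read as TRPC4 activation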
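Assay system: HEK293 stable line with TRPC4beta plus mu-opioid receptor. Times: dye 45 min RT, read 110 s. Measured by: kinetic Fluo4 calcium fluorescence. Measure: B score of integrated ratio. Controls: assay buffer as low control, maximal DAMGO as high control.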
hERG protect: compounds protecting human hERG from proarrhythmic drug block | Q12809 | CHO-hERG, FluxOR thallium flux, dofetilide IC70 present | activation (rescue from dofetilide block), less the hit threshold, % at 10 µM | actives 0.51% (n = 310,000) | AID 1511;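 active = activation above the mean of controls blocked by dofetilide plus 5 SD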;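 also: thallium influx through hERG after potassium depolarization seen as dye fluorescence rise; in these data hits start at about 4.7%; inactives centre near -7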
HDAC3 inh: inhibitors of human histone deacetylase 3; O15379; recombinant HDAC3, fluorogenic peptide/trypsin coupled, fluorescence; inhibition, % at 8.3 µM; actives 0.15% (n = 320,000); AID 2718; in the data active = inhibition above about 26%, passing the limit was not always enough
Target sequence (O15379 whole entry, looked up): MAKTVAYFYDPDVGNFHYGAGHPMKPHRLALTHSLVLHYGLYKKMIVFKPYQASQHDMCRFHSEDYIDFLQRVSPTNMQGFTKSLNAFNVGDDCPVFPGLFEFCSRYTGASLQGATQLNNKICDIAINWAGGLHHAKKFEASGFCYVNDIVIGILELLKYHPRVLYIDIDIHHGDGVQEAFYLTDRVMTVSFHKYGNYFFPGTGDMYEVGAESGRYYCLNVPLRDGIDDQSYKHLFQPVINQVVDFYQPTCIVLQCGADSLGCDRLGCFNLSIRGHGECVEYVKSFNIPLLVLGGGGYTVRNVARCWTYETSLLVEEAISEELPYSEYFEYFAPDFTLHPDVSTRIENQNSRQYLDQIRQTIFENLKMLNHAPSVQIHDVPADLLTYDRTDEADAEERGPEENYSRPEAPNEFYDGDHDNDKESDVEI
TMEM16A act: activates or potentiates the mouse TMEM16A chloride channel | Q8BHY3 | HEK293 TMEM16A/YFP-H148Q/I152L, iodide quench fluorescence; stronger effect = lower value | B-score at 10 µM | actives 0.3% (n = 340,000) | AID 623877;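 active = fluorescence-ratio B-score plate-corrected deviation score at least 3 library SD below zero, with starting fluorescence score within 5 deviations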;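 also: channel opened by trigger with iodide after compound preincubation; score built on the fluorescence ratio of max minus min over baseline; more negative score means more quench and so TMEM16A activation or potentiation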
KCNK9 block: human KCNK9 channel inhibition; Q9NPC2; HEK293 KCNK9, FluxOR thallium flux fluorescence; stronger effect = lower value; B-score at 10 µM; actives 1.2% (n = 310,000);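 active = ratio B-score over 3 SD below the library mean, with starting fluorescence within 5 SD of its mean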;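 also: negative B-score means less thallium flux so channel inhibition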
TRPC4 potent: allosterically enhances the mouse TRPC4 cation channel | HEK293 TRPC4beta/mu-opioid, DAMGO EC20, Fluo-4 Ca2+ flux; stronger effect = higher value | B-score at 10 µM | actives 0.42% (n = 310,000);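 active = B-score of calcium response area above 5 SD of library B-scores, with initial fluorescence ratio within 5 SD of library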;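 also: B-score of integrated fluorescence ratio over time as area under calcium response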
KCNQ1 pot: human KCNQ1 channel potentiation or activation | P51787 | CHO-K1 KCNQ1, thallium flux FluxOR fluorescence; stronger effect = higher value | B-score at 10 µM | actives 0.35% (n = 310,000);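 active = fluorescence ratio B-score, a plate-corrected score, at least three library SD, with initial intensity B-score within 5 SD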
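Material: CHO-K1 cells stably expressing KCNQ1. Medium: assay buffer for compound exposure, DMSO matched across wells. Reagent: K+/Tl+ depolarizing stimulus. Compound dosing: single-concentration screen. Times: 37 °C overnight plating, 90-min dark dye load, 20-min compound pretreatment. Technique: FluxOR Tl+ flux fluorescence.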
Dyrk1A ADPGlo: blocks rat Dyrk1A kinase activity; Q63470; ADP-Glo luminescence, NFATc1 peptide; inhibition, % at 12.5 µM; actives 0.43% (n = 310,000); AID 504441; in the data active = inhibition above about 50%;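 also: plate controls were vehicle with enzyme for no effect and no enzyme for full effect; many of its hits are not listed in these tables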
TMEM16A inh: mouse TMEM16A channel inhibition, primary screen; Q8BHY3; HEK293 TMEM16A/YFP iodide influx fluorescence, ionomycin; normalized B-score (activity score, 25-100; higher = stronger inhibition) at 10 µM; actives 1.2% (n = 310,000);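 active = ratio plate-corrected score three or more library SD toward inhibition, starting fluorescence score within five deviations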;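 also: score derived from kinetic fluorescence span divided by baseline fluorescence per well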
KCNK3 inh: human KCNK3 channel inhibition, primary screen | O14649 | CHO-KCNK3 thallium flux, FluxOR fluorescence; stronger effect = lower value | B-score at 10 µM | actives 0.84% (n = 340,000) | AID 602410;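 active = B-score under library mean minus 4 SD, starting fluorescence ratio at most library mean plus 5 SD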;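 also: more negative B-score means stronger inhibition of thallium flux through KCNK3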
Target sequence (O14649 whole entry, looked up): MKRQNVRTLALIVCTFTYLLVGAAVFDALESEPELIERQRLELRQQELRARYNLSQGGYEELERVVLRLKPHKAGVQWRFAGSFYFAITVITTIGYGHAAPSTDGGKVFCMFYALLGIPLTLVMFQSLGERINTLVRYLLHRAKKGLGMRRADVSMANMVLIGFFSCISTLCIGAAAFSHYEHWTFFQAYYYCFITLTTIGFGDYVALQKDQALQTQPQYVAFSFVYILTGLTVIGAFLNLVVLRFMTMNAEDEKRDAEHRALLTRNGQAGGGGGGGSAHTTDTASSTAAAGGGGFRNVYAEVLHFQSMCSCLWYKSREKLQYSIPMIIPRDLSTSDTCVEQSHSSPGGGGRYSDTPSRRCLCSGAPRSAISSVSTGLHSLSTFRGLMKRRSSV
KCNQ1 inh: inhibitors of human KCNQ1 potassium channel | P51787 | B-score at 10 µM | CHO-K1 KCNQ1, FluxOR thallium flux fluorescence; stronger effect = higher value | actives 1.3% (n = 310,000);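 active = compounds whose thallium flux B-score, printed positive for inhibition, exceeds three library SD while starting fluorescence stays within three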;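 also: channel opened by potassium depolarization with thallium stimulus after 20 min compound exposure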
Active calls of the source: *; i = inactive; · = no result given. These rows are one share of the data (hit frequency here may not be typical).

SMILES	TRPC4 agonist	hERG protect	HDAC3 inh	TMEM16A act	KCNK9 block	TRPC4 potent	KCNQ1 pot	Dyrk1A ADPGlo	TMEM16A inh	KCNK3 inh	KCNQ1 inh
Cc1ccc(-c2nc(CN(C)C(C3CC3)C3CC3)c(C)o2)cc1	i	-11	2	i	i	i	i	3	i	i	i
CC1Oc2ccccc2N(CC(=O)Nc2ccccc2F)C1=O (configuration not stated)	i	-4	10	i	i	i	i	-2	i	i	i
Cc1cc(C)n(-c2nc3nonc3nc2-n2nc(C)cc2C)n1	i	-1	2	i	i	i	i	0	i	i	i
CCC(=O)Nc1ccc(-c2csc(C)n2)cc1	i	-7	-3	i	i	i	i	-3	i	i	i
CC12CCC(=O)N1C(C(=O)NCCN1C(=O)S/C(=C\c3ccc(F)cc3)C1=O)CS2 (configuration not stated)	i	-14	7	i	i	i	i	7	i	i	i
CONC(=O)C1CCN(C(=O)OCc2ccccc2)CC1	i	-4	-6	i	i	i	i	1	i	i	i
CNC(=O)c1c(NC(NC(=O)c2ccco2)C(=O)c2ccc(Cl)cc2)sc2c1CCCC2 (configuration not stated)	i	-14	-4	i	i	i	i	-3	i	i	i
Cc1ccc(C(=O)N2CCN(c3ccc([N+](=O)[O-])c(NCc4cccnc4)c3)CC2)cc1	i	-14	1	i	i	i	i	-11	i	i	i
COc1ccc(N(CC(=O)NCc2ccccc2OC)S(=O)(=O)c2c(C)nn(C)c2C)cc1	i	-10	1	i	i	i	i	2	i	i	i
O=C(O)CSc1nc2ccccc2o1	i	-8	2	i	i	i	i	4	i	i	i
Cc1cc(=O)n2nc(N3CCC(C(=O)N4CCN(C)CC4)CC3)sc2n1	i	0	-13	i	i	i	i	4	i	i	i
O=C(Cn1nnc(-c2ccccc2Cl)n1)NCc1ccc2c(c1)OCO2	i	-6	-5	i	i	i	i	-1	i	i	i
COc1ccc(-c2cc(C(=O)NC3CCCCC3)no2)cc1OC	i	-6	-2	i	i	i	i	-2	i	i	i
O=C(CC12CC3CC(CC(C3)C1)C2)NC1CC1	i	-6	-3	i	i	i	i	0	i	i	i
CCN(CC(=O)Nc1ccccc1C(F)(F)F)C(=O)c1cc(S(=O)(=O)N2CCCCCC2)ccc1OC	i	-21	-3	i	i	i	i	17	i	i	i
CCN(C(=O)c1cc2cc(OC)ccc2oc1=O)c1ccccc1	i	-10	4	i	i	i	i	-4	i	i	i
CCC(C(=O)Nc1ccc2[nH]ncc2c1)c1ccccc1 (configuration not stated)	i	-5	-4	i	i	i	i	26	i	i	i
COc1ccc(N(C)S(=O)(=O)c2cccc(C(=O)NC3CCC(C)CC3)c2)cc1 (configuration not stated)	i	-2	7	i	i	i	i	-3	i	i	i
Brc1ccccc1C1Nc2cccc3cccc(c23)N1	i	-11	-2	i	i	i	i	14	i	i	i
O=C(Cn1cc[n+](Cc2ccccc2)c1)c1ccc([N+](=O)[O-])cc1	i	-3	·	i	i	i	i	1	i	i	i
COc1ccc(OC)c(NC(=O)CSc2nnc(-c3cnccn3)n2C)c1	i	-6	8	i	i	i	i	4	i	i	i
O=C(Nc1ccc(S(=O)(=O)Nc2cnc3ccccc3n2)cc1)c1cc(F)c(F)cc1Cl	i	-14	-4	i	i	i	i	7	i	i	i
O=C(/C=C/c1c(F)cccc1Cl)N1CCOCC1	i	-6	·	i	i	i	i	2	i	i	i
COCCNC(=O)CC(c1ccccc1)c1ccccc1	i	-5	5	i	i	i	i	4	i	i	i
Cn1c(C(=O)OC(C(=O)NC2CCCC2)c2cccnc2)cc2sccc21 (configuration not stated)	i	-10	3	i	i	i	i	3	i	i	i

Following part.
SMILES	TRPC4 agonist	hERG protect	HDAC3 inh	TMEM16A act	KCNK9 block	TRPC4 potent	KCNQ1 pot	Dyrk1A ADPGlo	TMEM16A inh	KCNK3 inh	KCNQ1 inh
O=[N+]([O-])c1ccccc1/C=N\N1CCN(Cc2ccccc2Cl)CC1	i	-8	5	i	i	i	i	-6	i	-8.9*	i
Cc1sc(=NC(=O)c2ccco2)n(C)c1-c1ccc(F)cc1	i	-6	5	i	i	i	i	-2	i	i	i
COc1ccc(S(=O)(=O)Nc2ccccc2C(=O)NC(C)C)cc1OC	i	-2	-2	i	i	i	i	-4	i	i	i
COc1ccc(N2CCN(c3ccc(NC(=O)C4CCCCC4)cc3C#N)CC2)cc1	i	-8	-2	i	i	i	i	0	i	i	i
COc1ccc(NS(=O)(=O)c2cccc(C(=O)N3CCCC3)c2)cc1	i	-8	8	i	i	i	i	19	i	i	i
COc1ccc(S(=O)(=O)N2CCOC2CNC(=O)C(=O)NCCCn2ccnc2)cc1OC (configuration not stated)	i	-7	-1	-15*	i	i	i	7	i	i	i
CCS(=O)(=O)N1CCCC(C(=O)NCCc2ccccc2)C1 (configuration not stated)	i	-7	4	i	i	i	i	1	i	i	i
Cc1ccccc1Cn1cc(NC(=O)c2noc(C(C)C)c2[N+](=O)[O-])cn1	i	-6	0	i	i	i	i	-3	i	i	i
Cc1cc(C)cc(NC(=O)CCCSc2nc3ccccc3[nH]2)c1	i	-3	-6	i	i	i	i	0	i	i	i
CC(C)Cc1nnc(NC(=O)c2cc([N+](=O)[O-])ccc2N2CCOCC2)s1	i	-9	13	i	i	i	i	8	i	i	i
O=C(N/C=C/c1ccco1)Nc1cccc(Cl)c1	i	-13	0	i	i	i	i	·	i	-9.3*	6*
COC(=O)CC(c1ccc(F)cc1)n1c(C)ccc1C (configuration not stated)	i	-3	-2	i	i	i	i	1	i	i	i
Cc1nc(-c2cccc(NC(=O)c3cc4cc(Br)ccc4oc3=O)c2)cs1	i	-23	-1	i	i	i	i	-4	i	i	i
CCC1(C)Cc2ccccc2-c2nc(NCCCO)[nH]c(=O)c21 (configuration not stated)	i	-10	-72	i	i	i	i	31	i	i	i
O=C(O)CCCCCNS(=O)(=O)/C=C/c1ccccc1	i	-7	3	i	i	i	i	-1	i	i	i
Clc1ccc(N/N=C/c2cccnc2)cc1	i	-6	1	i	i	i	i	2	i	i	i
CC(C)c1ccc(N(CC(=O)NCc2ccco2)C(=O)CCC(=O)Nc2nccs2)cc1	i	-8	1	i	i	i	i	-3	i	i	i
CCOC(=O)Cc1csc(NC(=O)CN2CCOCC2)n1	i	-20	-2	i	i	i	i	-6	i	i	i
CCOC(=O)C1(CCCc2ccccc2)CCN(Cc2nccn2CC)CC1	i	-17	0	i	i	i	i	6	i	i	i
CCOc1ccccc1C(=O)NC1CC2CCCC(C1)N2Cc1ccccc1 (configuration not stated)	i	-6	3	i	i	i	i	-1	i	i	i
O=C(C1CCN(S(=O)(=O)c2cc(Cl)ccc2Cl)CC1)N1CCOCC1	i	-2	1	i	i	i	i	-7	i	i	i
CCN(CC)CC#CCOC(c1ccccc1)c1ccccc1	i	-22	2	i	i	i	i	-4	i	i	i
Cc1cc(NC(=O)CCC(=O)N(CC(=O)NC2CCCC2)Cc2cccs2)no1	i	-7	-2	i	i	i	i	1	i	i	i
CCOC(=O)C(C)Oc1cccc2c(=O)n(CC(=O)N3CCN(C(=O)OCC)CC3)ccc12 (configuration not stated)	i	-5	-8	i	i	i	i	1	i	i	i
COc1ccc(CCNC(=O)CSCc2c(F)cccc2Cl)cc1OC	i	-17	1	i	i	i	i	-5	i	i	i

The results go on.
SMILES	TRPC4 agonist	hERG protect	HDAC3 inh	TMEM16A act	KCNK9 block	TRPC4 potent	KCNQ1 pot	Dyrk1A ADPGlo	TMEM16A inh	KCNK3 inh	KCNQ1 inh
CC(C(=O)NCCC1=CCCCC1)c1ccc([N+](=O)[O-])cc1 (configuration not stated)	i	-10	0	i	i	i	i	-2	i	i	i
Cc1c(Nc2ccc3nonc3c2[N+](=O)[O-])c(=O)n(-c2ccccc2)n1C	i	-5	4	i	i	i	i	-3	i	i	i
Cc1nc(NC(=S)NC(=O)c2ccccc2)sc1C	i	-7	-1	i	i	i	i	-7	i	i	i
CN1C(C(=O)NCC2CC2)CC2Cn3c(nc4cc(Cl)c(Cl)cc43)C21 (configuration not stated)	i	-2	-2	i	i	i	i	-4	i	i	i
CCOC(=O)c1cnc(Nc2nc3ccccc3o2)nc1CSc1nnc(C)s1	i	-6	4	i	i	i	i	11	i	i	i
Cc1cc(NC(=O)CN2C(=O)/C(=C/c3cccc(Br)c3)SC2=S)no1	i	-14	-5	i	i	i	i	-2	i	i	i
CC(C)=CC(=O)OCC(=O)Nc1cccc([N+](=O)[O-])c1	i	-10	-1	i	i	i	i	4	i	i	i
CCCCCOc1ccc(N2C(=O)CC(N(O)c3ccccc3)C2=O)cc1 (configuration not stated)	i	-4	-5	i	i	i	i	-5	i	i	i
O=C(O)C1C2C=CC(C2)C1C(=O)Nc1nccs1 (configuration not stated)	i	-5	3	i	i	i	i	-5	i	i	i
O=C(Nc1ccc2c(c1)OCO2)C1CCN(Cc2cc3c(cc2O)OCO3)CC1	i	-10	6	i	i	i	i	1	i	i	i
Cc1cc(C)nc(SCCC(=O)N2CCOCC2)n1	i	-3	-5	i	i	i	i	-2	i	i	i
COc1cccc(CN2CCC(Oc3ccc(C(=O)NCc4ccccn4)cc3)CC2)c1	i	-6	-3	i	i	i	i	0	i	i	i
O=P(COCCOCP(=O)(c1ccccc1)c1ccccc1)(c1ccccc1)c1ccccc1	i	-2	1	i	i	i	i	7	i	i	i
COC(=O)c1sccc1NC(=O)Nc1cccc(OC)c1	i	-12	7	i	i	i	i	8	i	i	i
CC12CN3CC(C)(CN(C1)C3c1ccc(Br)cc1O)C2 (configuration not stated)	i	-7	-3	i	i	i	i	3	i	i	i
CC(NC(=O)c1ccccc1)c1nc2ccccc2n1Cc1ccccc1F (configuration not stated)	i	-8	-3	·	i	i	i	·	i	·	i
CCc1cc2ccccc2nc1Cl	i	-11	2	i	i	i	i	3	i	i	i
O=C(O)c1ccccc1CSC1=NCCS1	i	-2	8	i	i	i	i	-4	i	i	i
CCOC(=O)c1c(NC(=O)CC2Nc3ccccc3NC2=O)sc(C)c1C (configuration not stated)	i	-2	-3	i	i	i	i	2	i	i	i

Shown with values under each structure: part of the list above
Order of results: TRPC4 agonist	hERG protect	HDAC3 inh	TMEM16A act	KCNK9 block	TRPC4 potent	KCNQ1 pot	Dyrk1A ADPGlo	TMEM16A inh	KCNK3 inh	KCNQ1 inh
Cc1c(Nc2ccc3nonc3c2[N+](=O)[O-])c(=O)n(-c2ccccc2)n1C
  i	-5	4	i	i	i	i	-3	i	i	i
Cc1nc(NC(=S)NC(=O)c2ccccc2)sc1C
  i	-7	-1	i	i	i	i	-7	i	i	i
CN1C(C(=O)NCC2CC2)CC2Cn3c(nc4cc(Cl)c(Cl)cc43)C21 (configuration not stated)
  i	-2	-2	i	i	i	i	-4	i	i	i

Screens: PubChem BioAssay, several laboratories
